Screening results deposited in PubChem by National Center for Advancing Translational Sciences (NCATS).
BAZ2B block = blocks human BAZ2B | Q9UIF8 | AlphaScreen BAZ2B-H3K14Ac peptide displacement | AID 504333 | actives 4.4% (n = 360,000) | Potency, µM (series often up to 114 µM), for the others: at the top dose activity change, negative = inhibition, usual class: inhibitors; note: potency is the fitted concentration of half-maximal effect; % is set by controls: 0 for no effect and ±100 for the full control effect; nearly all actives have a fitted effect of over 60% in size
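AlphaScreen displacement: compounds (up to 110uM) incubated 30 min at room temperature with a preformed 50 nM BAZ2B/50 nM biotinylated H3K14Ac peptide complex in PBS pH 7.4 with Tween-20. Donor and acceptor beads at 10 ug/mL final added, 20 min light-protected before reading.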
PI4K2A block = blocks human PI4K2A kinase activity | Q9BTU6 | actives 0.13% (n = 420,000) | AID 1346378 | activity change, negative = inhibition, % at 76.9 µM | purified PI4K2A, ADP-Glo luminescence, 1 h; hits give low values; in the data active = activity change below about -50%; inconclusive = mostly about -30% to -49%;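 note: -100% = wells without enzyme as full effect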
Target sequence (Q9BTU6 whole entry, looked up): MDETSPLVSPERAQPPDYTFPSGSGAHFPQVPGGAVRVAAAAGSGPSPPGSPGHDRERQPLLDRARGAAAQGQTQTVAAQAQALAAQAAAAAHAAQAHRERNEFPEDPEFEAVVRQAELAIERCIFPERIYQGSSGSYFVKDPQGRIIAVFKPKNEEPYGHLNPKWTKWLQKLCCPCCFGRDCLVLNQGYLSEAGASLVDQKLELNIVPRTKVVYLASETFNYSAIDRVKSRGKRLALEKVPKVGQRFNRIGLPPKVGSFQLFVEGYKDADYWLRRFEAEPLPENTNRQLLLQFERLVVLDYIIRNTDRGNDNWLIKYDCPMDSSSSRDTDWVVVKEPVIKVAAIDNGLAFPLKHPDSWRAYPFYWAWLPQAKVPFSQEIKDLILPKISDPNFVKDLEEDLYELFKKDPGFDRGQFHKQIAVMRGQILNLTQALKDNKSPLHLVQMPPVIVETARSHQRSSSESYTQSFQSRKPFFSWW
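Compounds are screened against recombinant PI4K2A using PI as substrate and ATP, the latter dispensed at 300 microM. Reactions run one hour at ambient temperature before ADP-Glo detection; full inhibition defined by wells lacking enzyme.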
JMJD2A Tudor inh = JMJD2A Tudor domain (human) inhibition | O75164 | AID 504339 | Potency, µM (titrated, usually from 114 µM), for the others: top-dose activity change, negative = inhibition, actives largely listed as inhibitors | actives 4.4% (n = 390,000) | AlphaScreen JMJD2A-Tudor / H3K4me3 peptide binding; note: potency is the fitted concentration of half-maximal effect; % is set by controls: 0 for no effect and ±100 for the full control effect; nearly all actives have a fitted effect of over 50% in size
Pin1 inh = blocks the human prolyl isomerase Pin1; actives 0.009% (n = 390,000); Pin1 FP peptide displacement, HiFluor488, 10 min; AID 504891; Potency, µM (series often up to 115 µM), inactives show at the highest dose activity, negative = inhibition, most hits filed as inhibitors; Q13526; active = well fitted inhibition curve with a large enough effect in the polarisation, with a control signal flat, not every such curve was filed as active; inconclusive = small, poorly fitted or top-dose-only effect, or effect the other way, or a change in a side signal; inactive = no such curve, though single readings can be large or run the other way; the % refers to the polarisation; note: potency is the fitted concentration of half-maximal effect; % is set by controls: 0 for no effect and ±100 for the full control effect
Target sequence (Q13526 whole entry, looked up): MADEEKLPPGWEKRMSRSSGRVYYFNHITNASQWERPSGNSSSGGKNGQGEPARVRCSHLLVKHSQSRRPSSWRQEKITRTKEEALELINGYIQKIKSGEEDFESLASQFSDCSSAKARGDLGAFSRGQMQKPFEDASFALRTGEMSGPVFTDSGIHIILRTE
G9a block = G9a (human) methyltransferase inhibition | AID 504332 | Q96KQ7 | G9a H3K9 monomethylation, AlphaScreen, 2 h | actives 8.8% (n = 350,000) | Potency, µM (series often up to 102 µM), for the others: top-dose activity, negative = inhibition, usual class: inhibitors; note: potency is the fitted concentration of half-maximal effect; % is set by controls: 0 for no effect and ±100 for the full control effect; nearly all actives have a fitted effect of over 75% in size
Target sequence (Q96KQ7 913-1193 limits assumed): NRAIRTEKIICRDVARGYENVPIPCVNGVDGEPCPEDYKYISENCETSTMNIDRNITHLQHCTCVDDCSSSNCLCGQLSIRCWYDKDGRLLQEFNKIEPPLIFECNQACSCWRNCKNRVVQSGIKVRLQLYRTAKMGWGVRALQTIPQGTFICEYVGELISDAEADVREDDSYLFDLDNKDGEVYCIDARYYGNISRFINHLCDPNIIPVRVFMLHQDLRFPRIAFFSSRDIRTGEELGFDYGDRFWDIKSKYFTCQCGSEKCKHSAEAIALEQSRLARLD
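Step 1: enzyme (final 20 nM) with compound, 15 min RT. Step 2: substrate peptide 500 nM and SAM 20 uM, 2 h RT. Step 3: anti-H3K9me1 antibody and AlphaScreen beads, 10 min, then plate read.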
GLS inh = glutaminase GLS (human) inhibition; GLS enzymatic activity, qHTS titration; Potency, µM (titrated, usually from 45.5 µM), without a hit: top-dose activity change, negative = inhibition, most hits filed as inhibitors; AID 624170; actives 0.21% (n = 410,000); O94925; note: potency is the fitted concentration of half-maximal effect; % is set by controls: 0 for no effect and ±100 for the full control effect
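Glutamate formation by hKGA was monitored fluorometrically using coupled glutamate oxidase, HRP and Amplex Red. Substrate was added as 1 mM L-glutamine solution; incubation was 30 min at RT after an initial read.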
HP1b binding inh = inhibitors of HP1-beta chromodomain binding to methylated histone tails; AlphaScreen HP1-beta / biotin-H3K9me3 peptide binding; Potency, µM (doses to about 114 µM), without a hit: at the highest dose activity change, negative = inhibition, actives largely listed as inhibitors; actives 0.56% (n = 390,000); AID 540317; note: potency is the fitted concentration of half-maximal effect; nearly all actives have a fitted effect of over 70% in size; inactives centre near 23
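HP1-beta protein (50 nM final) preincubated 30 min at room temperature with biotinylated H3(1-18)K9me3 peptide (50 nM) in PBS pH 7.4, 0.01% Tween-20, then compound added for 30 min. AlphaScreen streptavidin donor/nickel chelate acceptor beads (10 ug/mL final), 30 min dark, luminescence read.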
Tb PGK inh = blocks T. brucei phosphoglycerate kinase | AID 602233 | Potency, µM (top dose mostly 57.5 µM), for the others: at the top dose activity change, negative = inhibition, hits mostly inhibitors | PGK/GAPDH coupled, Kinase-Glo luminescence, 60 min | P07378 | actives 0.043% (n = 380,000); note: potency is the fitted concentration of half-maximal effect; % is set by controls: 0 for no effect and ±100 for the full control effect; nearly all actives have a fitted effect of over 60% in size
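Recombinant glycosomal PGK reaction used 1,3-bisphosphoglycerate generated in-well by GAPDH (100nM final) in 100mM TEA pH 7.6, 5mM MgCl2, 0.01% Tween-20. After 60 minutes at room temperature, ATP was read by Kinase-Glo Plus luminescence end-point.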
POLH inh = inhibitors of human DNA polymerase eta | actives 1.2% (n = 390,000) | Potency, µM (series often up to 114 µM), for the others: at the highest dose activity change, negative = inhibition, actives largely listed as inhibitors | recombinant Pol eta, fluorescent DNA replication assay; note: potency is the fitted concentration of half-maximal effect; % is set by controls: 0 for no effect and ±100 for the full control effect
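Pol eta at 10 nM preincubated with compounds 15 min at room temperature; reaction started with fluorescent substrate (50 nM final) and read kinetically at 0 and 10 min.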
Active calls of the source: *; i = inactive; ? = inconclusive; . = no result given; [ ] = remark or other dose. Unless noted, calls come from the whole dose curve; as a rule, active = well fitted curve in the direction sought with a large enough effect; inconclusive = small, poorly fitted or top-dose-only effect, or another doubt; inactive = no such curve, though single readings can be large; an effect the other way counts as inactive or inconclusive. These rows are one share of the data; rates above refer to the full screens.

Under each structure – POLH inh, Tb PGK inh, PI4K2A block, Pin1 inh, BAZ2B block, G9a block, HP1b binding inh, GLS inh, JMJD2A Tudor inh
> NS(=O)(=O)c1ccc(CCNC(=O)COC(=O)c2cc([N+](=O)[O-])ccc2N2CCOCC2)cc1
    -10%, 0%, -6, -1%, 5%, -26%, -10%, 1%, -10%
> CCc1ccc(C2CC(=O)c3c([nH]c(C(=O)OC4CCC(C)CC4)c3C)C2)cc1 (centres undefined)
    1%, 2%, 1, -7%, 1%, 3%[59 µM], 35%, 13%, 0%
> C/C(=N\NC(=O)COc1ccccc1-c1ccccc1)c1cccnc1
    -23%, 15%, 7, 0%, -19%, -13%, 29%, -6%, -5%
> CCCc1nnc(NC(=O)CCS(=O)(=O)c2ccccc2)s1
    4%, -13%, 1, -16%, -30%, ?, 11%, 0%, -13%
> COc1cccc(CN(C)C(=O)CNC(=O)c2cccs2)c1OC
    -11%, -9%, 0, 2%, 5%, -7%, 41%[activator], -9%, -1%
> CC(C)c1ccc(NC(=O)CN2CCN(C(=O)C3CCCO3)CC2)cc1 (centres undefined)
    -12%, -2%, 0, 1%, -1%, 20%, 15%, 1%, -14%
> Oc1ccc2ccccc2c1CNc1ccccc1
    -13%, -9%, -4, -9%, ., ., -28%[57 µM], 6%, ?
> O=C(COc1ccccc1)Nc1cccc(-c2ccc(N3CCOCC3)nn2)c1
    -7%, -3%, -2, -8%, 6%, -37%, 11%, 3%, -14%
> O=[N+]([O-])c1ccccc1/C=N/OCc1ccccc1
    ?, -8%, -1, 2%, 2%, 11%, 20%, -14%, -12%
> CCc1ccc(S(=O)(=O)NCCc2csc3nc(-c4ccccc4)nn23)s1
    -15%, 1%, 3, ?, -5%, 1%[59 µM], 36%, -8%, -8%
> CCCNC(=O)CN1C(=O)CSc2ccc(S(=O)(=O)N3CCC(C)CC3)cc21
    -16%, -10%, 0, -2%, 3%, 0%[59 µM], 16%, 13%, -11%
> O=C(CN1C(=O)NC2(CCCC2)C1=O)NCc1ccccc1
    -4%, 0%, -4, 1%, ., ., 28%, -3%, -15%
> CCOc1ccccc1C(=O)NC(C(=O)N(C)Cc1ccc2c(c1)OCO2)C(C)C (centres undefined)
    -14%, -7%, -6, 2%, -7%, -5%[2.33 µM], 35%[activator], 3%, -17%
> COc1ccc2oc(C(=O)OCC(=O)N3CCN(c4ccccc4)CC3)c(C)c2c1
    -2%, 5%, 1, 4%, 2%, 0%[0.501 µM], 14%, 3%, -28%
> CCOC(=O)c1c[nH]c(=O)c(Br)c1O
    -13%, 2%, 6, 3%, 9%, 13%[59 µM], 36%, 9%, -2%
> CC1CCCCN1C(=O)CSc1nnc(-c2ccco2)n1C (centres undefined)
    -17%, 2%, 2, -3%, -3%, -2%, 19%, 5%, 1%
> O=C(CCNc1cccc(C(F)(F)F)c1)c1ccco1
    -8%, i, 9, -18%, 12%, 29%[59 µM], 43%[activator], 4%, 16%
> CSc1ccc(CC(=O)N2CCC(n3nccc3NC(=O)C3CC3)CC2)cc1
    -16%, 1%, 5, 1%, -6%, 0%, 32%, 1%, -11%
> CN1C(=O)N(CC(=O)N2CCN(S(=O)(=O)Cc3ccccc3)CC2)C(=O)C12CCCCC2
    -10%, -7%, -8, 5%, 9%, 56µM*, 15%, 3%, -15%
> O=C(CSc1nncn1-c1ccccc1)NC1CCCCC1
    -15%, i, 1, -1%, -2%, -4%, 12%, 2%, -16%

Entries of single compounds, quoted from the list. Values in the order: POLH inh	Tb PGK inh	PI4K2A block	Pin1 inh	BAZ2B block	G9a block	HP1b binding inh	GLS inh	JMJD2A Tudor inh
Shown for CC(C)c1ccc(NC(=O)CN2CCN(C(=O)C3CCCO3)CC2)cc1 (centres undefined) : -12%	-2%	0	1%	-1%	20%	15%	1%	-14%
Shown for COc1ccc2oc(C(=O)OCC(=O)N3CCN(c4ccccc4)CC3)c(C)c2c1 : -2%	5%	1	4%	2%	0%[0.501 µM]	14%	3%	-28%
Shown for O=C(COc1ccccc1)Nc1cccc(-c2ccc(N3CCOCC3)nn2)c1 : -7%	-3%	-2	-8%	6%	-37%	11%	3%	-14%
Shown for CCc1ccc(S(=O)(=O)NCCc2csc3nc(-c4ccccc4)nn23)s1 : -15%	1%	3	?	-5%	1%[59 µM]	36%	-8%	-8%

Next part:
Under each structure – POLH inh, Tb PGK inh, PI4K2A block, Pin1 inh, BAZ2B block, G9a block, HP1b binding inh, GLS inh, JMJD2A Tudor inh
> O=C(c1ccco1)N1CCN(C(=O)C2CC(c3ccc(F)cc3)=NO2)CC1 (centres undefined)
    -9%, 2%, -2, 0%, 4%, ?, 10%, 3%, -32%
> Cc1nc2nc(NC(=O)c3ccco3)nn2c(C)c1Cl
    -12%, -3%, 1, -2%, -2%, 19%, 24%, -2%, 2%
> O=S(=O)(c1ccc(-c2csc(=Nc3ccccc3)n2CCCN2CCOCC2)cc1)N1CCOCC1
    -21%, -3%, -2, -2%, 40µM*, 38%[0.501 µM], ?, 18%, ?
> C/C(=N\NC(=O)c1c(Cl)cnn1C)c1cccc(NC(=O)COc2ccccc2)c1
    5%, 7%, 7, 5%, 10%, 11%[59 µM], 14%, 12%, -1%
> CC(C)Cc1nnc(NC(=O)CCS(=O)(=O)c2ccc(Cl)cc2)s1
    -21%, -6%, -3, -4%, -7%, 42%[activator], 40%[activator], 0%, -5%
> CCN(C(=O)CN1C(=O)NC(c2ccccc2)(c2ccc(C)c(C)c2)C1=O)C1CCCCC1 (centres undefined)
    -23%, i, 2, -5%, -25%, 11%[2.33 µM], 3%, 4%, ?
> CO/N=C\CC(=O)Nc1ccc(F)cc1
    5%, -7%, -2, 0%, 11%, 7%[12.7 µM], ?, 0%, -14%
> CCCCN(C(=O)c1ccc2ccccc2c1)c1c(N)n(CCCC)c(=O)[nH]c1=O
    -14%, 4%, 1, 0%, -2%, -4%[59 µM], 24%, -1%, -16%
> Cc1cccc(OCC(=O)N/N=C\c2cn(C)c3ccccc23)c1
    -11%, i, 5, 0%, -38%, ?, 45%[activator], 0%, -2%
> COc1ccc(-c2csc(NC(=O)CC(NC(C)=O)c3ccccc3)n2)cc1OC (centres undefined)
    -7%, -12%, -3, -8%, 79µM*, 25µM*, 26%, 8%, -21%
> Cc1ccccc1C1=NC(C(F)(F)F)(C(F)(F)F)c2c(n(-c3ccc(F)cc3)c(=O)[nH]c2=O)N1
    -10%, -7%, 3, -3%, 0%, 3%, 25%, -5%, -9%
> O=C(NCCc1c[nH]c2ccccc12)/C(=C\c1cccs1)NC(=O)c1ccccc1
    -12%, 10%, 4, -2%, ?, -15%[59 µM], -16%, 20%, ?
> CCc1ccc(Cn2ncc3c(C(=O)O)cc(C)nc32)cc1
    -10%, -4%, 6, ?, ., ., 0%[57 µM], -10%, ?
> CCOC(=O)C1C(=O)NC(c2ccccc2)=NC1c1ccc(Br)cc1 (centres undefined)
    -16%, 7%, 0, -3%, -3%, 16%, 23%, -4%, 0%
> COCCNC(=O)Cn1cc2c(n1)CCC(C)C2 (centres undefined)
    -17%, 8%, -3, -6%, 11%, 11%, 6%, -4%, -13%
> Cc1cc(F)ccc1NC(=O)CCc1c(C)nn(-c2ccc(N3CCCCC3)nn2)c1C
    -18%, -3%, -5, -2%, -36%[57.1 µM], ?, 3%, -1%, ?
> CC1=C(C(=O)Nc2ccc(Cl)cc2)C(C(C)C)n2nc(SCc3ccc(Cl)cc3)nc2N1 (centres undefined)
    2%, -4%, -3, -4%, -1%, -20%[59 µM], 8%, -4%, -12%
> Cc1cccnc1CCNC(=O)c1ccc(OC2CCN(Cc3ccccn3)CC2)cc1
    -18%, i, -3, -23%, ?, ?, 25%, 0%, ?
> O=C(c1c(F)cccc1F)N1CCCC1
    -14%, -5%, 6, 4%, 8%, ., 25%, -9%, 5%
> CCN(CC)S(=O)(=O)c1cc(C(=O)c2nccn2C)ccc1Cl
    -1%, 2%, -2, 0%, -7%, -37%, 23%, 2%, -12%
> CCC(C)Nc1nc2c(c(=O)n(C)c(=O)n2C)n1Cc1cccc(C)c1 (centres undefined)
    -9%, 0%, -5, -1%, -6%, 6%[59 µM], 4%, 7%, -16%
> COc1cccc(CNCc2cccn2-c2nnc(N3CCN(c4ccccc4)CC3)s2)c1
    -14%, -8%, -4, -3%, ?, ?, -23%, 13%, 50µM*
> Nc1ccc2c(c1)Nc1ccccc1CC2
    -22%, -9%, -8, -2%, 28µM*, ., -32%, -3%, 50µM*
> Cc1cccc(OCC(=O)Nc2ccc(N3CCN(C(=O)c4ccccc4)CC3)cc2)c1
    -18%, -5%, 3, -6%, -37%, ?, -18%, 25%, -11%
> Cc1ccc2c(c1)N(C(=O)CCC(=O)NCc1ccccn1)CC(C)O2 (centres undefined)
    -13%, -9%, -3, -1%, -1%, 63%[activator], 20%, -4%, -16%
> CCOC(=O)C1(CCOC)CCN(C(=O)Cc2ccsc2)CC1
    -17%, -6%, 2, -6%, 8%, 32%, 19%, -5%, -10%
> O=C(c1cc2ccccc2o1)N1CCN(CCOc2ccccc2)CC1
    -16%, -2%, -8, -2%, 4%, -47%, 17%, 0%, -19%
